# ATXN viability: cell viability loss in ATXN counter-screen; S2 cells (HEK-293 line with an ATXN2-luciferase reporter) viability, CellTiter-Fluor protease fluorescence, 24 h; Potency, µM (top dose mostly 56.7 µM), hits mostly cytotoxic; 0.49% of 400,000 active; AID 651635; note: potency is the fitted concentration of half-maximal effect; nearly all actives have a fitted effect of over 40% in size
# ATXN2 expr inh: reduces ATXN2 reporter expression in HEK-293 cells; HEK-293 ATXN2-luciferase reporter, luminescence, 24 h; Potency, µM (top dose mostly 57 µM), without a hit: top-dose activity change, negative = inhibition, hits mostly inhibitors; 0.72% of 360,000 active; note: potency is the fitted concentration of half-maximal effect; % is set by controls: 0 for no effect and ±100 for the full control effect; nearly all actives have a fitted effect of over 55% in size
#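 ATXN2-luciferase reporter cells (luciferase flanked by upstream and downstream ATXN2 gene portions) were treated 24 h at 37 °C with compounds at up to 57 uM. SteadyGlo luminescence gave expression; GF-AFC fluorescence gave viability.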
# TGFb inhibitor: TGF-b pathway inhibition; HepG2 CAGA-GFP TGF-b/SMAD3 reporter, GFP fluorescence, 18 h; TGF-beta stimulated, 500 pg/mL final; Potency, µM (titrated, usually from 46.1 µM), for inactives: at the highest dose activity, negative = inhibition, actives largely listed as inhibitors; 1.2% of 410,000 active; note: potency is the fitted concentration of half-maximal effect; % is set by controls: 0 for no effect and ±100 for the full control effect; nearly all actives have a fitted effect of over 65% in size
#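 Using HEPG2 CAGA-GFP reporter cells at 1000 cells/well, we pinned test compounds, stimulated with recombinant TGF-beta (500 pg/mL final) and measured total well GFP after 18 h.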
# IL2 activator: IL-2 activation; IL-2 activation reporter assay, cell-based qHTS; stimulated with anti-CD3/CD4/CD28 beads; in transgenic mouse T cells; activation, % (series mostly up to about 46 µM); 0.065% of 360,000 active; in the data active = activation above about 50%; inconclusive = mostly about 30% to 49%; note: 0% is about no effect
#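 Using fluorescent plate cytometry, EGFP and DsRed are detected in transgenic mouse T cells stimulated 18 h at 37 degrees C with antibody-coated beads after 60 min compound pretreatment.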
# EPAC2 ag: agonists of human EPAC2 (RAPGEF4). Q8WZA2. EPAC2 activation, biochemical qHTS; response scale: 100% = 6.5 mM cAMP response. Potency, µM (titrated, usually from 154 µM), inactives show at the highest dose activation, most hits filed as activators. 0.079% of 360,000 active; note: potency is the fitted concentration of half-maximal effect; nearly all actives have a fitted effect of over 50% in size
# Target sequence (Q8WZA2 whole entry, looked up): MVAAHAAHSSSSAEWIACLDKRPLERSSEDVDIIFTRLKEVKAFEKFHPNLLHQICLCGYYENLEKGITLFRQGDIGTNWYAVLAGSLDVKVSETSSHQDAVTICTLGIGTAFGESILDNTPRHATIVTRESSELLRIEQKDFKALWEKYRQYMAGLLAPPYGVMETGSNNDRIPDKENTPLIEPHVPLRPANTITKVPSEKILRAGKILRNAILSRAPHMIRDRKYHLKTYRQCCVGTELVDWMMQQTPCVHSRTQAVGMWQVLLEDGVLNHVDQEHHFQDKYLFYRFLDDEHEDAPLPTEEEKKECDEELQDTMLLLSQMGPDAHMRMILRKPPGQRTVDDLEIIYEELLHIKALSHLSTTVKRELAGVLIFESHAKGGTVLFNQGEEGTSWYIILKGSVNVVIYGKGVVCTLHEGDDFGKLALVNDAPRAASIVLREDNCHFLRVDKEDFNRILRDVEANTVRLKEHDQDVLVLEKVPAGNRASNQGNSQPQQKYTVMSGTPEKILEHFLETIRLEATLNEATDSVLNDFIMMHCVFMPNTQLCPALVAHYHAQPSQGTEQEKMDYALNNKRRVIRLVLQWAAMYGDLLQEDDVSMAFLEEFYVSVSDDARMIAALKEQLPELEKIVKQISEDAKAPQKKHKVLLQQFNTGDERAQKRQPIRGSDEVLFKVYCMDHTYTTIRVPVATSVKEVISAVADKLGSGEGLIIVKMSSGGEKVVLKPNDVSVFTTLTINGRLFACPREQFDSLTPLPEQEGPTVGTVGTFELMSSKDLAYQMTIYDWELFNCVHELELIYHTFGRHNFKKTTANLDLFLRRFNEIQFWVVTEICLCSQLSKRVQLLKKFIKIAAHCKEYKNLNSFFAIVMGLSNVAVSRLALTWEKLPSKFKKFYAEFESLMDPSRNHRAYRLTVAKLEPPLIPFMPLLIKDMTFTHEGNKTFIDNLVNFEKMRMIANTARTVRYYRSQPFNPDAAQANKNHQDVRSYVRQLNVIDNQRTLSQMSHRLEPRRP
#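 qHTS, titration series. 100 nM EPAC2 / 250 nM Rap1B-BODIPY-GDP / 50 uM GDP; RT; ex 480/em 540 nm, 5-min reads to 30 min. Norm. to 6.5 mM cAMP = activation.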
# A549 tox: counter-screen for Nrf2 inhibitors: cytotoxicity in A549 cells; Potency, µM (titrated, usually from 46 µM), for the others: top-dose activity change, negative = cytotoxicity, usual class: inhibitors; 0.16% of 390,000 active; A549 ARE-Fluc cells, CellTiter-Fluor viability, 18-24 h; note: potency is the fitted concentration of half-maximal effect; % is set by controls: 0 for no effect and ±100 for the full control effect
#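 Cytotoxicity counterscreen: CellTiter-Fluor fluorescence was measured in A549 ARE_Fluc cells after 18-24 h of compound exposure in a concentration series. The subsequent BugLite luminescent read reports ARE-luciferase activity.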
# Nrf2 ARE act: Nrf2 pathway activation | AREc32 ARE-luciferase reporter (MCF7-derived line), luminescence, 24 h | Potency, µM (doses to about 46.1 µM), inactives show at the highest dose activation, actives largely listed as activators | 0.31% of 410,000 active; note: potency is the fitted concentration of half-maximal effect; % of control where 0% means no effect; nearly all actives have a fitted effect of over 65% in size
#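 For detection, Steady-Glo was added and plates sat 30 min at RT; before that, AREc32_Fluc cells grown overnight in OPTI-MEM/5% FBS had been treated with 23 nL compound for 24 hr at 37 deg C.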
# Nrf2 block: Nrf2 pathway inhibition; Potency, µM (series often up to 46 µM), for inactives: top-dose activity change, negative = inhibition, usual class: inhibitors; 2.1% of 360,000 active; A549 ARE-Fluc reporter, luciferase luminescence, 18-24 h; note: potency is the fitted concentration of half-maximal effect; % is set by controls: 0 for no effect and ±100 for the full control effect; nearly all actives have a fitted effect of over 60% in size
#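 A549 ARE_Fluc cells, 5000/well, 5% FBS OPTI-MEM; compounds in dose-response, 18-24 h at 37 °C/5% CO2; CellTiter-Fluor viability read (Ex 405/Em 525), then BugLite luciferase luminescence = Nrf2 activity.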
# HepG2 tox: kills HepG2 cells in TGF-b inhibitor counter-screen. HepG2 CAGA-GFP viability, ATP luminescence, 18 h. Potency, µM (highest dose often 46.1 µM), for the others: at the highest dose activity change, negative = cytotoxicity, usual class: cytotoxic. 0.76% of 410,000 active. AID 588856; note: potency is the fitted concentration of half-maximal effect; some results filed as inactive show a strong effect at the top dose
#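 CellTiter-Glo luminescence gave cytotoxicity after 18 hours at 37 degrees C. The cells were HepG2 CAGA-GFP in 1% FBS DMEM, stimulated with 500 pg/mL TGF-beta after compound addition. %Activity was normalised to no-cell wells (complete cell-killing) and DMSO (no toxicity), and curves were fitted and classified.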
# An asterisk follows results filed as active; i = inactive; ? = inconclusive; . = not tested or not shown. Unless noted, calls come from the whole dose curve; as a rule, active = well fitted curve in the direction sought with a large enough effect; inconclusive = small, poorly fitted or top-dose-only effect, or another doubt; inactive = no such curve, though single readings can be large; an effect the other way counts as inactive or inconclusive.
SMILES,ATXN viability,ATXN2 expr inh,TGFb inhibitor,IL2 activator,EPAC2 ag,A549 tox,Nrf2 ARE act,Nrf2 block,HepG2 tox
Cc1ccc(NC(=Nc2ccc(Br)cc2)N2CCOCC2)cc1C,i,?,?,-2.1,10.4%,-2.3%,6.5%,10.1%,-38.8%
CCOC(=O)COc1cccc2c(=O)n(CC(=O)N3CCc4ccccc43)ccc12,i,3.7%,-1.1%,-0.4,-6.8%,2.3%,-1.1%,3.3%,-0.2%
COc1cccc(NC(=O)CN(C)C(=O)C2CC3C=CC2C3)c1 (stereo not given),i,-9.8%,-3.7%,0.5,-1.1%,-1.8%,1.6%,?,10.8%
CCCCSc1nc(-c2cccc(OC)c2)nc2c1Cc1c(CO)cnc(C)c1O2,.,.,-21.7%,.,.,0.5%,3.7%,3.6%,-19.0%
CC(NC(=O)c1cc(-c2ccccc2)on1)c1ccccc1 (stereo not given),i,-15.6%,-5.9%,-3.4,7.6%,-17.5%,2.4%,-16.3%,-21.4%
CCc1ccccc1NC(=S)N1CCC(C(=O)c2ccc(F)cc2)CC1,i,-0.5%,-7.9%,-3.2,11.9%,0.6%,-0.6%,-4.4%,0.5%
CCN(CC)CCCNC(=O)CCn1nc(-c2ccccc2)ccc1=O,i,.,2.7%,1.1,9.9%,8.3%,-1.4%,8.5%,-11.9%
NC(=O)c1c(NC(=O)c2ccccc2)sc2c1CCc1ccccc1-2,i,9.8%,2.8%,-1.3,14.2%,5.2%,14.4%,?,-75.2%
O=C(NCc1ccccc1C(F)(F)F)C1CC(c2ccccc2C(F)(F)F)=NO1 (stereo not given),i,-7.1%,-9.9%,-0.3,11.5%,-0.7%,-0.4%,-22.3%,-7.8%
O=C(NC1CCN(C(=S)NCc2ccco2)CC1)NC12CC3CC(CC(C3)C1)C2,i,15.5%,-8.1%,-2.4,5.3%,1.7%,0.2%,?,-7.4%
CNc1ccccc1C(C)(C)c1cc(-c2cccc([N+](=O)[O-])c2)no1,i,-27.8%,8.7%,-0.3,14.7%,2.4%,3.4%,-10.5%,-9.5%
CCOC(=O)c1ccc(NC(=O)CCNS(=O)(=O)c2cc(Br)cnc2N)cc1,i,0.3%,0.8%,-0.5,-1.6%,-5.5%,0.3%,-9.4%,2.4%
Cc1c(C(=O)N(CC(C)C)c2c(N)n(Cc3ccccc3)c(=O)[nH]c2=O)sc2nc3n(c(=O)c12)CCC3,i,2.7%,-4.1%,-4.8,1.7%,-5.8%,-0.4%,10.3%,-0.7%
CCCCCC(=O)Nc1nnc(CCc2ccccc2)s1,i,5.8%,10.6%,-1.1,-1.7%,0.9%,0.1%,-4.4%,1.9%
Cc1ccccc1CNC(=O)CCC(=O)N1CCOc2ccc(Cl)cc21,?,-7.5%,-9.3%,-0.7,8.3%,17.1%,0.3%,6.9%,-32.4%
COc1ccc(N(CC(=O)Nc2cc(Cl)ccc2OC)S(=O)(=O)c2c(C)noc2C)cc1,?,?,0.0%,-2.8,5.3%,?,2.1%,-29.1%,-27.3%
COc1ccc(/C=C2\SC(=O)N=C2N)cc1,i,.,4.9%,0.6,4.5%,4.5%,-0.5%,-5.4%,-8.6%
CC(C)c1ccc(NC(=O)C2(C)Cc3c(-c4ccccc4)ccnc3O2)cc1 (stereo not given),i,-4.9%,-1.0%,-0.6,3.2%,.,4.2%,.,-31.5%
COc1ccc(-c2noc(CNC(=O)C(C)Oc3ccccc3)n2)cc1 (stereo not given),i,-21.2%,-2.3%,-5.0,11.0%,5.3%,0.1%,3.1%,2.6%
O=C(Nc1ccc(F)cc1)c1ccc(Br)c(S(=O)(=O)N2CCOCC2)c1,i,-32.4%,?,-0.3,6.6%,-16.5%,3.3%,14.6µM*,-9.7%
COC(=O)c1ccc(NC(=O)C(=O)c2c[nH]c3ccccc23)cc1,i,.,14.5%,0.5,-0.5%,1.0%,5.5%,?,-3.2%
S=c1[nH]cnc2sc(-c3ccccc3)cc12,i,25.1%,-2.0%,-0.5,-0.4%,-9.2%,1.9%,10.1%,2.9%
CCOC(=O)C1=C(C)NC(=O)NC1c1cccc(O)c1 (stereo not given),i,4.5%,-16.5%,-2.8,-1.6%,6.6%,-1.0%,.,-0.8%
CCOC(=O)Nc1ccc(S(=O)(=O)Nc2nccc(C)n2)cc1,.,.,-0.3%,0.6,4.9%,-3.1%,0.0%,-23.5%,-15.7%
CCOC(=O)CCNC(=O)N1CCC(CCC(=O)NCc2ccc(F)cc2)CC1,i,2.6%,-0.8%,-0.1,1.0%,0.5%,-0.6%,5.4%,7.8%
# Going on with the list:
SMILES,ATXN viability,ATXN2 expr inh,TGFb inhibitor,IL2 activator,EPAC2 ag,A549 tox,Nrf2 ARE act,Nrf2 block,HepG2 tox
O=C(COC(=O)c1cnccn1)NCc1ccc(Cl)cc1,i,-5.7%,-7.3%,-3.5,7.8%,0.0%,-0.2%,-21.7%,-3.0%
O=C(Cn1cccn1)N1CCCC(N2CCN(c3cccc(C(F)(F)F)c3)CC2)C1 (stereo not given),i,7.0%,20.7%,-2.1,13.9%,-2.4%,-0.5%,14.1%,2.1%
O=C(NCC1CCCN(Cc2cccc(C(F)(F)F)c2)C1)c1ccc(F)cc1 (stereo not given),i,.,-8.4%,1.8,7.7%,5.7%,4.1%,15.0%,-8.9%
CCOC(=O)c1c(C)[nH]c(C)c1S(=O)(=O)N(C)CC(=O)N1CCN(c2cccc(Cl)c2)CC1,i,-32.9%,?,.,.,14.4%,-0.6%,.,-27.0%
CC(C)COP(=O)(CNC(=O)CN1C(=O)c2ccccc2S1(=O)=O)OCC(C)C,?,-29.1%,-13.2%,-0.2,-5.0%,-1.0%,0.4%,13.6%,15.5%
Cc1cccc(N2CCN(CCNC(=O)Nc3ccc(Cl)cc3)CC2)c1C,.,.,?,.,.,?,-0.9%,-40.7%,-4.1%
Cc1ccc(N(C(=O)c2cccs2)C2C=CS(=O)(=O)C2)cc1 (stereo not given),i,-19.3%,1.8%,-1.9,3.5%,-1.8%,1.2%,4.9%,4.4%
Cc1ccc(C)c(S(=O)(=O)NCCN2CCOCC2)c1,i,7.9%,-8.8%,-0.9,7.3%,-4.5%,-0.7%,4.7%,-2.6%
COc1ccc(Nc2ccccc2C(=O)O)cc1,i,23.0%,2.4%,2.4,-4.4%,0.7%,1.8%,11.6%,-0.8%
CC(=C\C(=O)O)/C(=C\c1cccc2ccccc12)C(=O)O,i,-0.7%,-11.9%,5.7,4.4%,0.7%,5.5%,-5.7%,-13.0%
CCOC(=O)N1CCN(C(=O)c2cccc(OC)c2O)CC1,.,.,17.6%,-1.9,5.3%,-7.3%,0.0%,13.3%,-1.2%
O=C1COc2ccc(C(=O)COC(=O)c3c(F)cccc3Cl)cc2N1,i,3.6%,9.7%,0.0,0.2%,-5.1%,0.6%,8.3%,0.2%
Cc1cccc(C(=O)N2CCC(=O)N([C@H](COCc3cccc(C(F)(F)F)c3)Cc3ccccc3)CC2)c1,31.6µM*,?,.,-1.2,-3.6%,.,1.0%,.,.
CCOc1ccccc1C(=O)N/N=C/c1ccoc1,i,4.4%,1.8%,0.5,3.2%,-5.8%,25.4%,3.4%,-1.4%
Cc1ccc(C(=O)NC2CC(C)(C)NC(C)(C)C2)cc1Cl,i,-0.3%,6.6%,-0.2,3.2%,2.2%,-0.6%,4.4%,-0.1%
COc1ccc(OC)c(C(c2nnnn2Cc2ccccc2)N2CCC(C(N)=O)CC2)c1 (stereo not given),i,0.9%,-0.5%,-3.1,3.2%,-0.8%,-0.7%,.,-34.3%
C[C@H](CO)N1C[C@H](C)[C@@H](CN(C)Cc2ccncc2)Oc2c(NC(=O)C3CC3)cccc2C1=O,i,2.0%,?,0.0,2.3%,-5.2%,-0.7%,5.2%,-0.6%
O=C(COc1ccc2c(-c3ccccc3)cc(=O)oc2c1)NCc1cccs1,i,-2.4%,-27.4%,0.4,-2.6%,-0.9%,3.5%,-12.8%,-18.8%
CC(C)Cn1c(-c2ccc(Br)o2)n[nH]c1=S,i,12.3%,10.1%,-1.5,0.4%,1.7%,-0.6%,10.8%,20.6%
Cc1cc(C)c(/C([O-])=C(/C(=S)Nc2ccc(SC(F)F)cc2)[n+]2ccccc2)cc1C,i,-14.6%,-24.5%,-0.2,6.3%,-6.9%,3.7%,-6.9%,-20.8%
CN(C)CCCN(C(=O)c1ccco1)c1nc2ccc(F)cc2s1,i,.,1.9%,0.4,5.1%,2.3%,0.7%,13.2%,-5.1%
CCC(=O)c1cc2c(C)cc(=O)oc2c(C)c1OC(C)=O,.,5.5%,-8.7%,0.5,-2.3%,1.7%,0.1%,0.8%,2.2%
CCN1Cc2c(/C=C/c3ccccc3)nc3ccc(OC)cc3c2N(c2cccc(Cl)c2)C1,i,.,?,-2.0,9.3%,?,0.0%,-27.9%,-108.5%
OCCN1c2ccccc2CCc2ccccc21,i,-35.7%,-14.2%,0.6,4.7%,-2.8%,-0.5%,-5.1%,2.6%
CC1(/[N+]([O-])=C/c2cccc(Cl)c2)CCCCC1=O (stereo not given),i,.,29.9%,-0.4,10.5%,-9.0%,0.0%,0.8%,42.5%

# Three entries picked at random from those above, as already listed:
SMILES,ATXN viability,ATXN2 expr inh,TGFb inhibitor,IL2 activator,EPAC2 ag,A549 tox,Nrf2 ARE act,Nrf2 block,HepG2 tox
CCC(=O)c1cc2c(C)cc(=O)oc2c(C)c1OC(C)=O,.,5.5%,-8.7%,0.5,-2.3%,1.7%,0.1%,0.8%,2.2%
COc1ccc(/C=C2\SC(=O)N=C2N)cc1,i,.,4.9%,0.6,4.5%,4.5%,-0.5%,-5.4%,-8.6%
CCOc1ccccc1C(=O)N/N=C/c1ccoc1,i,4.4%,1.8%,0.5,3.2%,-5.8%,25.4%,3.4%,-1.4%

# Screening data from PubChem BioAssay.
